NOD2-RIPK2 inh: blocks binding of human NOD2 to RIPK2; O43353; CHO BLA complementation NOD2-RIPK2, CCF4 ratio; inhibition, % at 4.98 µM; hit rate 0.38% among 360,000; AID 624267; in the data active means inhibition above about 21%;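 further: 0% = vehicle only and 100% = reference blocker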
Target sequence (O43353 whole entry, looked up): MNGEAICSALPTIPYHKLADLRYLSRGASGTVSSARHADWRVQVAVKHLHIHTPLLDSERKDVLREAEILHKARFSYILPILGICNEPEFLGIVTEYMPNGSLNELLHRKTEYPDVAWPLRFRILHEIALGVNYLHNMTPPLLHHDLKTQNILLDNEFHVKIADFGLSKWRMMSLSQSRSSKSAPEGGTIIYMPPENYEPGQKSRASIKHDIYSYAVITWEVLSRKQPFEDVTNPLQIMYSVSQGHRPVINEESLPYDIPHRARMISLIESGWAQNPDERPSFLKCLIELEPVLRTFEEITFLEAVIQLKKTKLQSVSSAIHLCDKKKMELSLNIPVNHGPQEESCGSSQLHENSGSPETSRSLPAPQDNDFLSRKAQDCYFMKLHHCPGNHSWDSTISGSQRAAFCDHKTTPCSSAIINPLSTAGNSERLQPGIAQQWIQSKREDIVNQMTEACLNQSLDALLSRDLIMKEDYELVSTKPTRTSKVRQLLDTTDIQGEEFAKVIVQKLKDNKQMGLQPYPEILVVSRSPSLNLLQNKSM
NCOA1 inh: human NCOA1 inhibition; hit rate 0.12% among 360,000; AID 588354; HEK293 GAL4-SRC1 luciferase reporter, luminescence; inhibition, % at 3.6 µM;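 active means inhibition above the campaign mean plus 3 SD, with each screening campaign given its own cutoff, cut at about 60% in these data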;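 further: 0% = DMSO treated cells and 100% = gossypol at 36 µM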
SRC2 inh: inhibits human steroid receptor coactivator 2; Q15596; HEK293 GAL4-SRC2 luciferase reporter, luminescence; inhibition, % at 9 µM; hit rate 0.17% among 370,000; AID 651957;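 active means inhibition above the mean inhibition of all tested compounds plus 3 SD, set per campaign, cut at about 52% in these data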;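 further: 0% = DMSO treated cells and 100% = cells given Gossypol at 36 µM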
TROY NFkB inh: blocks TROY-dependent signaling in reporter cells. inhibition, % at 10 µM. hit rate 0.98% among 360,000. AID 1347056. Q293 LMP1-TROYcd NF-kB luciferase reporter, 4 h;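 active means compounds whose plate-normalised and pattern-corrected inhibition of the luciferase reporter signal at the single screening dose is 50% or more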
Vif imaging: HIV Vif inhibition | hit rate 0.35% among 340,000 | inhibition, % at 7.49 µM | HEK293T cells, Vif self-association by quenched fluorescence, imaging, 24 h; in the data active means inhibition above about 50%, passing the limit was not always enough; further: some results filed as inactive read as strong as hits
LRH-1 inv ag: inverse agonists of human LRH-1 (NR5A2); O00482; HEK293T StAR-luciferase reporter, LRH-1 transfected, 24 h; inhibition, % at 3.6 µM; hit rate 0.13% among 360,000;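 active means inhibition above the mean inhibition of all tested compounds plus 3 SD, cut at about 73% in these data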;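 further: 0% = DMSO wells and 100% = reporter-only cells lacking LRH-1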
LMP1 NFkB inh: inhibitors of Epstein-Barr LMP1-induced NF-kappaB reporter | hit rate 0.69% among 350,000 | inhibition, % at 12.5 µM | AID 504558 | LMP1-induced NF-kappaB luciferase reporter cells, luminescence; in the data active means inhibition above about 41%;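 further: 0% = neutral control wells and 100% = reference inhibitor control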
TLR9-MyD88 inh: blocks human TLR9 binding to MyD88; Q9NR96+Q99836; CHO BLA complementation TLR9-MyD88, CCF4 FRET ratio; inhibition, % at 4.98 µM; hit rate 0.21% among 340,000; AID 504734;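 active means inhibition above the mean over all tested compounds plus 3 SD, cut at about 21% in these data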;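 further: 0% = DMSO only wells and 100% = clavulanate BLA inhibitor control wells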
TRAIL sens C8: sensitizes caspase-8 expressing cells to TRAIL | NB7+C8 cells + TRAIL, ATPlite viability luminescence | inhibition (viability loss, TRAIL sensitization), % at 10 µM | hit rate 1% among 360,000 | AID 624354;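 active means compounds causing at least 50% loss of cell viability in the single-dose screen, relative to plate controls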
SRC3 inh: inhibits human SRC3 coactivator. Q9Y6Q9. HEK293 GAL4-SRC3 luciferase reporter, luminescence. inhibition, % at 3.6 µM. hit rate 0.17% among 360,000. AID 588352;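 active means inhibition above a per-campaign cutoff, the mean of all compounds plus 3 SD, cut at about 60% in these data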;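 further: 0% = DMSO-treated cells and 100% = gossypol-treated cells at 36 µM; higher means less SRC3-driven luciferase light from the GAL4 reporter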
COUP-TFII inh: inhibitors of human COUP-TFII (NR2F2). P24468. HEK293T NGFI-A luciferase reporter, luminescence. inhibition, % at 8.6 µM. hit rate 0.7% among 370,000;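 active means inhibition above a per-plate cutoff, mean inhibition of test wells between control levels plus 3 SD, cut at about 38% in these data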;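 further: cells cotransfected with COUP-TFII expression vector driving the NGFI-A reporter; 0% = median of COUP-TF2 test wells and 100% = reporter-only cells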
Target sequence (P24468 whole entry, looked up): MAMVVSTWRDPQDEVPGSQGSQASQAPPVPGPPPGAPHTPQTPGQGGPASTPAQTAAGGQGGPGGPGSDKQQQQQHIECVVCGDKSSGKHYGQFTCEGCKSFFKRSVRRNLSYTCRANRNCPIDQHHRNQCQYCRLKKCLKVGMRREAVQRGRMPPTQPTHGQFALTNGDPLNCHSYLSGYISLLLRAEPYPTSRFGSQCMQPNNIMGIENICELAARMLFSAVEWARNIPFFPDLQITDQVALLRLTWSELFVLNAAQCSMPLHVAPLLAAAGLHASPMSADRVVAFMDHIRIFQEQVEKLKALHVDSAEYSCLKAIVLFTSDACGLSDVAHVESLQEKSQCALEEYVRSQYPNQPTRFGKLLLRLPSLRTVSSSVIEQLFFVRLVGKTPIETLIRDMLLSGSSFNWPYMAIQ
Numbers without * were called inactive; . = not tested or not shown.

#	SMILES	SRC3 inh	NOD2-RIPK2 inh	LRH-1 inv ag	COUP-TFII inh	TLR9-MyD88 inh	TRAIL sens C8	Vif imaging	SRC2 inh	NCOA1 inh	TROY NFkB inh	LMP1 NFkB inh
1	Cc1ccc(S(=O)(=O)N/N=C\c2ccc3c(c2)OCO3)c(C)c1	17	-1	29	-5	0	-3	-3	24	-13	-39	3
2	CCCn1c(-c2ccc(OC)cc2)nc2ccccc21	2	-2	-13	5	-2	11	0	15	-21	-20	-6
3	COc1cc(C(=O)C(=O)N2CCN(c3ccccc3)CC2)cc(OC)c1OC	.	6	24	-3	.	3	.	-6	.	.	.
4	Cc1ccc(NC(CNS(=O)(=O)c2ccc(Cl)cc2)c2ccccc2)cc1 (stereo not drawn)	8	-4	-6	-2	-69	-5	-3	7	3	-7	-7
5	CCN1C(c2ccccc2)C(C)C(=O)C(C)C1c1ccccc1 (stereo not drawn)	-2	-3	-15	7	6	2	-3	-6	8	.	8
6	COCc1ccc(C(=O)N2CCCC(N3CCN(c4cccc(Cl)c4)CC3)C2)s1 (stereo not drawn)	-5	-17	-3	5	3	10	11	-17	-2	-1	3
7	COc1cccc(-c2ccc(C#N)c(OC(=O)c3c(Cl)cccc3Cl)n2)c1	6	-1	20	-8	-1	4	-1	0	2	-6	7
8	O=C(NC1CCCN(Cc2ccc(Cl)cc2)C1)c1ccccc1C(F)(F)F (stereo not drawn)	7	6	-1	9	-1	13	0	-35	-18	28	10
9	Fc1ccccc1N1CCN(CCCc2ccccc2)CC1	-5	1	14	-11	1	-17	3	-8	-15	-38	-18
10	C[C@@H](NC(=O)c1[nH]cnc1C(=O)Nc1nccs1)c1ccccc1	-9	-2	14	3	-7	6	-3	-3	-9	-2	-25
11	CCOC(=O)COc1ccc(S(=O)(=O)NCCC2=CCCCC2)cc1	9	0	-14	0	-3	-28	8	-21	0	6	-9
12	Cc1cc(NC(=O)C(C)Oc2ccc(C(C)(C)C)cc2)no1 (stereo not drawn)	4	3	17	-17	2	-1	-12	-12	13	-13	3
13	COc1ccc(NC(=O)Cc2ccc(Cl)cc2Cl)cn1	-2	-5	7	10	10	-7	-6	24	10	2	-5
14	CCCN(C#N)c1nc(NCC)nc(NC(C)C)n1	-6	-16	15	0	-2	-1	-1	12	4	0	5
15	O=C(CSc1ccc2nnc(-c3ccc(Cl)cc3)n2n1)N1CCc2ccccc21	-29	-17	2	-10	-4	15	13	5	6	4	-39
16	Cc1ccc(C(=O)c2ccccc2C(=O)OCC(=O)NCC2CCCO2)cc1 (stereo not drawn)	-9	-10	9	5	10	-3	9	16	12	-6	-1
17	CCN(CC)C(NC(=O)c1ccccc1)C(=O)c1ccccc1 (stereo not drawn)	2	-5	-16	4	3	-17	.	-48	-47	7	-1
18	O=C(/C=C/c1ccc2c(c1)OCO2)Nc1nc(-c2ccccc2)cs1	13	-3	4	34	-10	31	.	4	9	62*	7
19	Fc1ccc(-c2nc3c(Cl)cc(C(F)(F)F)cn3c2Cc2ccsc2)cc1	.	0	-14	-13	.	-9	.	-23	.	-1	.
20	Cc1cccc(N2CCN(C(=O)CN3C(=O)NC(C)(C)C3=O)CC2)c1C	5	-2	-33	-7	-2	0	-4	-3	-25	-21	-4
21	COc1ccc(NC(=S)N2CCC(NC(=O)c3ccco3)CC2)cc1	-21	-4	5	11	2	14	-13	-13	2	-7	-10
22	Cc1cccc(OCCCC(=O)NC(C)C)c1	25	-3	-5	-17	-6	-11	-3	-22	-4	-10	6
23	COc1ccc(-n2nnc3c(SCC(=O)NCc4ccco4)ncnc32)cc1	2	4	-27	12	-16	1	-1	1	-6	17	1
24	O=C1NC(c2ccc3c(c2)OCO3)Oc2ccccc21 (stereo not drawn)	14	-1	1	-3	1	-6	-6	0	11	-4	2
25	COc1ccccc1NS(=O)(=O)c1ccc2oc(=O)ccc2c1	-3	3	-9	11	6	19	0	14	-8	-16	-4
26	CCCC(=O)NCCc1nc2ccccc2n1CC(=O)c1ccccc1	12	-5	4	6	-7	-6	-8	-25	3	-2	6
27	COc1ccc(NC(=O)CCN2C(=O)NC3(CCCC3)C2=O)cc1Cl	12	-9	5	-6	-7	-1	17	1	-1	-11	6
28	O=C(NC1CCN(Cc2ccccc2)CC1)c1cc(-c2ccccn2)nc2ccccc12	5	-6	9	-4	-8	14	6	-9	23	10	-1
29	CCn1cc(CN2CCCC(CNS(=O)(=O)c3ccc(OC)cc3)C2)cn1 (stereo not drawn)	-13	-4	10	2	7	-5	.	-35	-4	2	-15
30	O=c1c(-c2ccnn2-c2ccc(F)cc2)cnc2n1CCS2	17	7	-5	-6	-2	-8	13	5	-24	12	1
31	O=C1CC(c2cccc([N+](=O)[O-])c2)c2c(ccc3ccccc23)N1 (stereo not drawn)	-34	10	-9	-8	-4	-2	.	-11	-4	27	10
32	Cc1c(NC(=O)C(C)OC(=O)c2cc(Cl)ccc2O)c(=O)n(-c2ccccc2)n1C (stereo not drawn)	2	-2	-2	-19	-8	5	.	3	-10	4	-5
33	CCOC(=O)c1c(C)[nH]c(C=Nc2ccc(OC)cc2)c1O	-18	8	-13	-5	-6	-2	2	-13	-33	3	6
34	CC(C)c1ccc(S(=O)(=O)N2CCN(CCC(=O)Nc3ccc(N(C)C)cc3)CC2)cc1	-2	7	-3	12	-2	12	2	-29	-12	3	0
35	C[C@@H]1CN([C@H](C)CO)C(=O)c2cc(Br)cnc2O[C@H]1CN(C)C(=O)Nc1ccccc1F	1	0	7	6	-4	-12	3	-5	0	-9	-5
36	CC(C)=CCOc1ccc2c(C)c(CCC(=O)N3C[C@H]4C[C@@H](C3)c3cccc(=O)n3C4)c(=O)oc2c1C	-15	-1	-22	-7	.	-1	-16	-29	-5	-30	.
37	Cc1ccc(C)c(/C(O)=C2/C(=O)C(=O)N(CCN3CCOCC3)C2c2ccc(C)o2)c1 (stereo not drawn)	2	-4	12	-2	5	10	12	-2	10	-6	3
38	COc1ccc(CCNC(=O)CN(c2cc(C)cc(C)c2)S(=O)(=O)c2c(C)noc2C)cc1OC	-5	1	-3	-15	-11	-13	-5	-4	-25	1	-2
39	O=C(COC(=O)c1ccccc1OCc1ccc(Cl)cc1)NCC1CCCO1 (stereo not drawn)	6	0	-8	9	11	1	-12	-31	9	-10	-13
40	CCN(CC)S(=O)(=O)c1ccc(OC)c(NC(=O)c2cccc(C)c2[N+](=O)[O-])c1	-1	-3	3	-1	-6	-7	-11	-3	6	4	0
41	COc1ccccc1NS(=O)(=O)c1cc(-c2cc(C)no2)ccc1OC	7	8	3	4	0	14	-4	4	-23	18	8
42	O=C(NC12CC3CC(CC(C3)C1)C2)c1cccc(OC(F)F)c1	-24	3	-20	-43	-5	-8	3	-37	-30	-58	-13
43	Oc1ccccc1Nc1nc(-c2ccccc2O)nc2ccccc12	-8	-1	6	-7	-17	15	-4	10	11	-11	.
44	CCO/C=C1\C(=O)N(c2ccc(OCC)cc2)C(=O)c2ccccc21	10	-7	4	-4	10	-6	3	-1	-7	-11	2
45	Cc1cc(NS(=O)(=O)N(C)C)ccc1C(C)C	16	-1	12	-8	3	2	0	-22	-8	-6	-7
46	COc1cc(NC(=O)Cn2c(-c3cncs3)nc3ccccc32)cc(OC)c1OC	12	2	-6	-13	-4	8	-3	-10	8	2	1
47	CSc1nc(NCCOCCO)c2sc3nc(-c4ccco4)c4c(c3c2n1)CCC4	7	-2	-27	5	-5	-17	-13	-6	-12	-12	-15
48	O=C(NC1CCN(Cc2ccccc2)CC1)C1COc2ccccc2O1 (stereo not drawn)	6	-2	-3	6	4	9	1	12	-24	-1	-2
49	COc1cc(OC)cc(C(=O)NC(C(=O)Nc2ccc3nc(C)sc3c2)C(C)C)c1 (stereo not drawn)	-28	7	-18	-15	-11	-6	3	-13	-10	4	0
50	CCCN1CCC(=O)N([C@H](CO)CC(C)C)CC1	7	10	14	14	3	-2	.	-12	-5	-8	-5
51	Cc1cccc(OCCCOc2cccc3cccnc23)c1C	-7	-3	-34	-6	-12	21	-3	-24	-3	0	-6
52	COc1cccc(CN2CCC2(C)C(=O)Nc2ccc(Cl)c(Cl)c2)c1F (stereo not drawn)	-1	-3	-14	6	.	8	-3	13	0	23	.
53	Cc1nnc(SCC(=O)NC2CCCCC2)n1-c1ccccc1	4	3	-26	6	-8	-7	-6	4	2	-9	-1
54	CCOc1cc(/C=N/NC(=O)c2cc(C3CC3)[nH]n2)ccc1O	-1	-3	7	-12	5	3	-2	-10	-16	-44	1
55	COc1ccc(Cn2c(C)nnc2-c2cnn(C)c2N)cc1OC	-7	-7	-32	2	2	-5	3	-7	-22	-9	-2
56	Cc1c(C)n2c(SCC(=O)N3CCCCCC3)nnc2[nH]c1=O	5	0	5	2	-4	-16	-10	-11	4	-2	-2
57	O=C(NCCN1CCCC(O)C1)c1cc(COc2ccc(F)cc2Cl)on1 (stereo not drawn)	-12	-7	-19	-10	1	12	-3	-11	-23	-8	-3
58	CSc1nc2sc3c(c2c(=O)n1C)CCC(C)C3 (stereo not drawn)	-13	-14	-12	5	0	0	0	-23	-46	-19	-8
59	CC1(C)CC(O)C(C(O)c2cccc([N+](=O)[O-])c2)C(C)(C)N1 (stereo not drawn)	16	-2	12	2	2	-6	-17	2	9	9	-3
60	O=C(c1cccc(NS(=O)(=O)c2ccc(F)cc2)c1)N1CCN(c2ccccc2)CC1	15	-6	-18	-19	-6	-4	-16	-17	-2	-22	2

Other results:
#	SMILES	SRC3 inh	NOD2-RIPK2 inh	LRH-1 inv ag	COUP-TFII inh	TLR9-MyD88 inh	TRAIL sens C8	Vif imaging	SRC2 inh	NCOA1 inh	TROY NFkB inh	LMP1 NFkB inh
61	CCN(CC)S(=O)(=O)c1cc(NC(=O)CCNC(=O)c2ccccc2Cl)ccc1C	16	8	-18	12	-12	0	-8	-16	-16	13	10
62	O=C(O)c1cc(-c2ccccc2Cl)n(-c2cccc(Cl)c2)n1	-6	5	-4	-4	-4	8	10	-8	0	6	2
63	COc1ccc(Nc2ncnc3ccc(Br)cc23)c(OC)c1	82*	14	55	40*	5	-5	-7	87*	82*	84*	69*
64	COc1ccccc1CNC(=O)c1oc2ccccc2c1C	-8	-8	-7	-3	-5	2	-5	-30	6	51*	0
65	COc1ccc(NC(=S)Nc2ccc(C)c(Cl)c2)cc1OC	-1	-11	-15	10	-8	-9	-4	-22	-12	-6	5
66	Cc1cc(C)n(C(=O)c2ccc(C)o2)n1	6	7	-9	15	-1	0	14	0	2	-6	1
67	Cc1ccc(NC(=O)C(=O)NCC2CCCN2S(=O)(=O)c2cccs2)cc1 (stereo not drawn)	1	3	0	13	3	-4	-16	-12	-3	-45	3
68	Cc1ccc(-c2nnc(SCC(=O)NC3CC3)n2N)cc1	9	1	-8	12	4	-7	-3	9	2	-4	-2
69	CC1CCCCN1S(=O)(=O)c1ccc(S(=O)(=O)N2CCN(c3ccc(F)cc3)CC2)cc1 (stereo not drawn)	-13	0	-6	0	-8	-6	7	4	-2	27	8

Screens deposited in PubChem BioAssay by several laboratories.

Only part of the results is shown; the hit share may differ from the screen's.
